VIM-2 inhibitor – blocks Pseudomonas aeruginosa VIM-2 metallo-beta-lactamase | purified VIM-2, nitrocefin hydrolysis, epi-absorbance fluorescence | inhibition, % at 5.6 µM | actives 0.89% (n = 290,000);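 active = inhibition above the mean of all tested compounds plus 3 SD, cutoff set per screening run, cut at about 7.5% in these data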;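 also: red hydrolysis product quenches plate fluorescence so inhibitors raise well fluorescence; 0% = enzyme with DMSO and 100% = DMSO without enzyme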
DNA FID counter – fluorescent intercalator displacement, NS3 helicase counter-screen. DNA fluorescent intercalator displacement, fluorescence. inhibition, % at 7.9 µM. actives 0.17% (n = 290,000); in the data active = inhibition above about 37%;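 also: 0% = vehicle and 100% = reference compound; higher means more ethidium bromide displaced from hairpin DNA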
IMP-1 inhibitor – blocks Pseudomonas aeruginosa IMP-1 metallo-beta-lactamase | purified IMP-1, nitrocefin hydrolysis, epi-absorbance fluorescence | inhibition, % at 5.6 µM | actives 0.45% (n = 290,000) | AID 1556;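 active = inhibition above the mean plus 3 SD of all compounds in the same screening run, cut at about 4.5% in these data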;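 also: 0% = IMP-1 with DMSO and 100% = DMSO wells lacking enzyme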
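Assay system: purified IMP-1; Quantity: IMP-1 0.2 nM before substrate addition; Medium: HEPES buffer pH 7.1 with ZnSO4 and Brij 35; Incubation: 15 min enzyme–compound preincubation, then 25 min nitrocefin reaction, 25 °C; Signal: fluorescence quenching readout, ex 480/em 530 nm; Controls: DMSO with and without IMP-1; Repeats: singlicate testing.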
NS3 helicase inh – inhibitors of Hepatitis C virus NS3 helicase; NS3 helicase DNA unwinding, Cy5 molecular beacon fluorescence; inhibition, % at 10.9 µM; actives 0.56% (n = 290,000); AID 1800;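 active = inhibition above the mean of all tested compounds plus 3 SD, set per campaign, cut at about 35% in these data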;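 also: 0% = DMSO wells and 100% = thioflavine S control wells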
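System: HCV NS3 helicase fragment; control set: DMSO and thioflavine S; technique: Cy5 fluorescence at 0 and 60 min, beacon hairpin quenching; reagent: beacon DNA duplex substrate plus ATP; replicates: singlicate; schedule: 1 h reaction at 25 °C, ATP-initiated; medium: MOPS buffer pH 6.5 with MgCl2, DTT, Tween20, BSA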
NALP1 inh – blocks the NALP1 inflammasome reconstituted in yeast. S. cerevisiae NALP1/ASC/caspase-1 growth, X-gal OD620, 72 h. inhibition, % at 10 µM. actives 0.61% (n = 280,000); in the data active = inhibition mostly above about 24%, no sharp cut-off; inactive = mostly below about 32%; also: some compounds called inactive have numbers as strong as hits
M18AAP inhibitor – blocks P. falciparum M18 aspartyl aminopeptidase; recombinant PfM18AAP, H-Glu-NHMec fluorogenic cleavage; inhibition, % at 7.35 µM; actives 1.2% (n = 290,000);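 active = inhibition above the campaign mean inhibition over all tested compounds plus 3 SD, cut at about 28% in these data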;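 also: 0% = plate median of test compound wells and 100% = 2 mM ZnCl2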
MEKK2 mut-MEK5 – signal of MEK5 binding to mutant human MEKK2 PB1 domain. actives 0.35% (n = 290,000). percent response, % at 10 µM. bead flow cytometry, Alexa488-MEK5 binding to MEKK2 mutant. AID 1530; in the data active = percent response above about 24%, passing the limit was not always enough; also: inactives centre near 1; some results filed as inactive read as strong as hits
MEKK2 WT-MEK5 – raises or lowers MEK5 binding to wildtype human MEKK2 PB1 domain | Q9Y2U5 | bead flow cytometry, Alexa488-MEK5 binding to MEKK2 WT; actives lie on both sides | binding response (% of control), % at 10 µM | actives 1.1% (n = 290,000) | AID 1531; in the data active = binding response below about 67% or above about 130%
UBC9 SUMO inh – blocks human SUMOylation mediated by UBC9; P63279; HTRF SUMOylation assay, SAE1/SAE2 + UBC9, in vitro; inhibition, % at 35 µM; actives 0.36% (n = 290,000); in the data active = inhibition above about 50%, passing the limit was not always enough; also: strong numbers were not always called active
Target sequence (P63279 whole entry, looked up): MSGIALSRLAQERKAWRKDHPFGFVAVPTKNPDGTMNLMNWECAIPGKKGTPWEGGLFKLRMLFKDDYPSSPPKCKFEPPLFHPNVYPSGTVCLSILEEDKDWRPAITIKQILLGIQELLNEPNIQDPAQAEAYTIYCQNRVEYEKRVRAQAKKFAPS
Active calls of the source: *; · = not tested or not shown; [ ] = dose if it differs, or a comment.

SMILES	VIM-2 inhibitor	DNA FID counter	IMP-1 inhibitor	NS3 helicase inh	NALP1 inh	M18AAP inhibitor	MEKK2 mut-MEK5	MEKK2 WT-MEK5	UBC9 SUMO inh
CC1=C(C(=O)OCc2ccc(C)cc2)C(c2ccc(O)c([N+](=O)[O-])c2)NC(=O)N1 (stereo not drawn)	-0.3	2	-3.3	1	10	5	-3	95	-3
Cc1cc(Cl)ccc1OCCCC(=O)Nc1cccc(-n2cnnn2)c1	-2.5	-15	-1.8	-13	0	2	8	103	-2
Cc1nnc(SCC(=O)Nc2ccc(C(N)=O)cc2)n1-c1ccccc1	-1.2	-8	-2.7	7	4	5	-4	93	-4
Cc1ccsc1C(=O)Nc1ccc(F)c([N+](=O)[O-])c1	-0.7	6	-2.3	-10	26	5	-2	97	20
Cc1ccc(/C=C/C(=O)N2CC(=O)Nc3ccccc32)o1	-2.4	-10	-2.2	23	12	-36	5	110	3
O=C(Nc1ccc(Oc2cccnc2)cc1)C1CCN(Cc2ccc(F)cc2)CC1	0.9	11	-0.1	-15	15	-3	6	114	-10
Cn1nc(C(F)(F)F)cc1-c1ccc(/C=C(\C#N)C(=O)c2ccccc2)s1	1.6	0	-1.8	13	12	-12	-33	69	41
CCOCCCNC(=S)Nc1ccc2nc(N3CCN(CC)CC3)cc(C)c2c1	1.4	3	-2.0	0	-4	-8	7	107	12
O=C(c1ccc(CS(=O)Cc2ccc(Cl)cc2)o1)N1CCN(c2ccccn2)CC1 (stereo not drawn)	-2.5	-55	-4.5	-2	20	-5	2	94	-2
CCn1c(COc2ccc(=O)n(-c3ccccc3)n2)nnc1SC	-3.6	-2	-2.1	12	1	-5	-1	99	17
O=C(Nc1ccc(S(=O)(=O)N2CCCC2)cc1)c1cc(=O)c2ccccc2o1	1.0	-1	-1.5	-6	15	-17	-11	86	24
CCOC(=O)C(=CNc1cc(C)nn1-c1ccccc1)C(=O)OCC	0.2	-18	-1.4	-7	4	-1	13	110	33
Cc1ccc(CNC(=O)CNS(=O)(=O)c2ccc3nc(C)sc3c2)cc1	0.2	-11	-2.5	-2	18	-4	3	104	-14
Cc1ccc(-c2nc(CS(=O)(=O)CC(=O)NCCCN3CCN(C)CC3)c(C)o2)cc1	0.6	10	-4.3	-4	-41	-15	9	113	-13
COCCOC(=O)C1=C(C)NC(=O)NC1c1ccc(OC(=O)c2ccco2)c(OC)c1 (stereo not drawn)	-0.1	-19	-0.5	-2	-4	-9	-5	88	29
O=C(NCCC(=O)N1CCCC(C(F)(F)F)C1)c1ccccc1Cl (stereo not drawn)	-2.3	-4	-4.9	0	-6	-1	14	107	1
CCOc1ccc(CCNC(=O)C2CCC(=O)N2CCc2ccccc2)cc1OCC (stereo not drawn)	1.7	-31	-2.4	-2	2	3	-26	-1.0*[inhibitor]	-4
O=C(COC(=O)Cc1ccccc1F)Nc1ccc2c(c1)OCCO2	-0.5	-6	-0.7	-2	39	-6	0	107	-9
Cc1nn(C)cc1/C=C/C(=O)c1cccs1	-3.7	-2	1.1	-5	-4	2	3	106	-11
CC(=O)N1C(C(=O)O)CSC1c1cccc(C)c1 (stereo not drawn)	-4.2	-3	-6.2	0	-4	0	-13	94	0
CCCCN1C(=O)C(NC(C)=O)c2cc(Br)ccc21 (stereo not drawn)	2.1	-12	-0.4	2	-8	15	10	99	3
CC1(C)CC2CC(C)(CN2S(=O)(=O)c2cccc(N)c2)C1 (stereo not drawn)	-1.9	-15	-3.3	-10	7	1	-4	96	0
Nc1nncn1C(=O)CCc1ccccc1	2.1	1	-0.1	17	12	72*	-1	94	17
CCCCC(=O)Nc1cccc(C(C)O)c1 (stereo not drawn)	-5.6	7	-6.9	4	10	-5	-1	98	16
CCCCC(c1nnnn1C1CCCC1)N1CCN(C(=O)c2ccco2)CC1 (stereo not drawn)	0.2	-20	-0.5	2	4	-9	1	102	14
Cc1sc2ccccc2[n+]1CC(=O)O	-3.1	-3	-4.8	14	17	13	0	108	-32
CN(Cc1ccccc1)CC(O)COc1ccc(CNCc2cc3ccccc3s2)cc1 (stereo not drawn)	-1.4	22	-3.2	-46	12	-3	33*	138*	-4
COc1ccc(N(C(=O)c2snc(C(N)=O)c2N)C(C(=O)NCc2ccccc2)c2ccc(O)cc2)cc1 (stereo not drawn)	-3.4	-16	-1.2	-18	10	4	-1	100	-11
O=C(Nc1ccc(NC(=O)c2ccccc2F)cn1)c1ccco1	-0.7	-8	-1.8	-1	0	3	-1	98	-2
O=C(CNC(=O)c1ccccc1)Nc1cccc(C(F)(F)F)c1	-1.4	0	-3.1	0	24	4	-115	43*[inhibitor]	2

Continued, starting with the last four of the part before.
SMILES	VIM-2 inhibitor	DNA FID counter	IMP-1 inhibitor	NS3 helicase inh	NALP1 inh	M18AAP inhibitor	MEKK2 mut-MEK5	MEKK2 WT-MEK5	UBC9 SUMO inh
CN(Cc1ccccc1)CC(O)COc1ccc(CNCc2cc3ccccc3s2)cc1 (stereo not drawn)	-1.4	22	-3.2	-46	12	-3	33*	138*	-4
COc1ccc(N(C(=O)c2snc(C(N)=O)c2N)C(C(=O)NCc2ccccc2)c2ccc(O)cc2)cc1 (stereo not drawn)	-3.4	-16	-1.2	-18	10	4	-1	100	-11
O=C(Nc1ccc(NC(=O)c2ccccc2F)cn1)c1ccco1	-0.7	-8	-1.8	-1	0	3	-1	98	-2
O=C(CNC(=O)c1ccccc1)Nc1cccc(C(F)(F)F)c1	-1.4	0	-3.1	0	24	4	-115	43*[inhibitor]	2
COc1cc(S(=O)(=O)N2CCN(c3ccccc3)CC2)ccc1F	-3.7	4	-2.3	5	-3	-1	-12	89	4
CCN1CCCC1CNC(=O)CN1C(=O)COc2ccc(C)cc21 (stereo not drawn)	-4.1	1	-1.2	4	21	-4	10	110	-5
C[C@@H](C(=O)NCc1ccccc1)N1C(=O)C2CC=CCC2C1=O (stereo partly drawn)	-0.9	-1	-1.5	-2	36*	-12	5	106	20
CN(c1ccc([N+](=O)[O-])cc1C(N)=O)C1CCCCC1	-0.3	0	-4.6	4	-13	3	-1	109	-5
S=C1CSc2ccccc2N1	-2.1	-11	-2.1	-4	12	4	-13	90	7
CCOC(=O)c1cn(CC(=O)Nc2ccc(C)cc2)nn1	-1.8	-3	-2.7	-1	-7	-4	-3	99	22
CC(=O)c1c(C)[nH]c(C(=O)O)c1C	2.6	6	-0.2	2	7	-2	-45	90	9
COC(=O)c1ccc(CN2CCC(CO)(Cc3cccc(OC)c3)CC2)cc1	-0.7	13	-3.1	-6	-10	5	-5	95	5
O=C(COc1cccc(-n2cnnn2)c1)Nc1ccccc1	-1.7	2	-1.6	0	14	-4	7	102	12
O=c1c2ccccc2sn1-c1ccccc1	-4.1	-4	-4.2	4	8	56*	0	102	5
CCN(CC)CCCNc1nc2cc(OC)c(OC)cc2c2nc(-c3cccnc3)nn12	22*	24	0.8	12	-1	2	2	102	-6
CC(C)CNC(=O)C1CCCN(C(=O)NCc2ccccc2)C1 (stereo not drawn)	-4.5	-7	-1.7	33	12	0	-10	97	5
O=C(O)c1cc(-c2c[nH]c3ccccc23)nc2cc3ccccc3cc12	0.6	-21	-0.8	20	·	0	0	99	22
O=C(N/N=C\c1ccc(COc2ccc([N+](=O)[O-])cc2)o1)c1ccc(Cl)cc1	-4.9	1	-1.4	6	0	3	9	106	16
CCOC(=O)Cc1csc(NC(=O)c2c(-c3c(Cl)cccc3Cl)noc2C)n1	-1.3	-21	-1.2	-9	-3	2	-7	95	19
CN(C)S(=O)(=O)c1ccc(C(=O)NCc2nnc(SCC(=O)N3CCCC3)o2)cc1	1.2	-11	-0.9	4	11	-6	-3	101	7
Nc1cc(-c2ccccc2)nn1Cc1ccccc1	-1.1	-1	-4.0	2	21	-6	4	105	3
Cc1cc(N2CCC(C)CC2)nc(-n2nc(C)cc2C)n1	-1.2	-22	-4.9	-2	37	-6	5	99	-3
COC(=O)c1c(C(=O)OC)c(-c2ccc(C)cc2)n2c1CS(=O)C2 (stereo not drawn)	-3.9	-7	-3.4	-15	4	-4	11	104	-1
Cc1ccc(-c2nn3nnnc3c3ccccc23)cc1C	-0.2	0	-0.2	-3	6	-6	-1	99	-13
Clc1ccc(CN2CCN(/N=C/c3cccnc3)CC2)cc1	-2.4	-15	-2.5	-4	20	1	-12	91	-20
COC(=O)c1sccc1NC(=O)c1ccc(C)cc1	1.3	-2	-1.5	8	21	2	3	105	-19
O=C(Nc1ccncc1)Nc1ccc(F)cc1F	-3.6	7	-3.7	-3	14	-4	5	106	14
CCC(C)NC(=O)c1n[nH]c(=O)c2ccccc12 (stereo not drawn)	-1.0	-1	-1.3	-7	·	-1	-2	109	·
Cc1cccc(NC(=O)NCC(c2cccnc2)N2CCOCC2)c1 (stereo not drawn)	-3.8	-2	-2.7	-7	6	-3	·	·	15
O=C(Nn1c(=S)[nH]c2ccccc2c1=O)c1ccncc1	-0.1	2	-2.5	-5	0	-4	5	106	12
Cc1ccnc(NS(=O)(=O)c2ccc(NC(=O)c3ccc(S(=O)(=O)N4CCOCC4)cc3)cc2)n1	1.2	-8	0.4	4	21	-3	-4	93	12
CC(C)C(C(=O)NCC1CCCO1)N(Cc1cccs1)C(=O)CNS(=O)(=O)c1ccccc1 (stereo not drawn)	-3.5	-22	-3.8	-7	2	-1	-1	100	-19
CC1CN(c2nc(Nc3ccccc3)nc(N)c2[N+](=O)[O-])CC(C)O1 (stereo not drawn)	-0.9	-22	0.2	-48	0	14	-14	92	-1
COc1ccc(/C=C/C(=O)NCc2cnn(C)c2C)cc1COc1ccc(Br)cc1	1.5	-15	-1.2	-8	19	-15	-2	98	-34
CCOC(=O)c1cnc(SCc2cccc3ccccc23)nc1N	-0.8	-2	-0.8	-3	12	6	2	102	13
CCc1ccc(CCC(=O)Nc2ccc(S(N)(=O)=O)cc2)o1	-3.5	-2	-0.7	-6	-3	-9	2	100	15
Cc1ccc(S(=O)(=O)Oc2ccc(C3C4=C(CCCC4=O)OC4=C3C(=O)CCC4)cc2)cc1	-0.2	-2	-1.1	2	0	-4	0	99	11
Cc1ccc(-c2nnn(CC(=O)N(Cc3cccs3)C(C(=O)NC3CCCC3)c3ccco3)n2)o1 (stereo not drawn)	-2.2	-14	0.4	19	-4	20	-4	91	19
COc1ccc(-c2oc3ccc(-c4ccc(OC)nc4)cc3c2C#CC2(O)CCCCC2)cc1	-2.8	-18	-2.6	-10	-70	5	-1	97	0
CCn1c(SCc2ccc(OC)cc2)nnc1-c1ccncc1	-1.7	-11	-2.6	-2	4	6	·	·	-7
O=C(Nc1nc(-c2cccs2)c(C(=O)C(F)(F)F)s1)c1ccco1	0.7	-3	0.9	0	3	2	0	100	12
O=C(/C=C/c1ccco1)c1ccc(O)cc1	0.7	-23	-1.6	35	3	21	-1	111	35
Cc1ccc(OCC(=O)NCC(=O)Nc2ccc(F)c(F)c2F)c([N+](=O)[O-])n1	-1.9	3	-3.6	-6	34	-11	11	105	1
